# Akt phos inh – HTS Assay for Inhibitors of Akt Phophorylation: Primary Screen. Neuro2A IGF-stimulated pAkt S473 HTRF, 20 min; hits give low values. activity change, % for hits at 50 µM. 360,000 compounds, 0.32% hits. AID 651550, 2012; in the data active = activity change below about -80%; inconclusive = mostly about -51% to -80%; also: % is scaled to controls: 0 for no effect and ±100 for the full control effect
#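 Neuro2A cells in DMEM with 0.5% FBS, overnight at 37 deg C, given compound at single 50 µM final, then IGF (6 nM final) for 20 min at 37 deg C. Lysed; phospho-Akt Ser473 by HTRF after 24 h, 665/615 ratio.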
# Abeta rescue – qHTS for compounds that reverse cellular toxicity of Amyloid beta (A-beta) peptide in yeast: Primary Screen | AID 1347071, 2019 | Potency, µM (top dose mostly 46.1 µM), inactives show top-dose growth rescue, usual class: activators | 410,000 compounds, 0.063% hits | yeast expressing A-beta42, growth rescue, OD600, 48 h; response scale: 0% DMSO, 100% iron-clioquinol control; also: potency is read from the fitted curve at half-maximal effect; nearly all actives have a fitted effect of over 55% in size
#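 Yeast A-beta toxicity model in growth medium with pinned compounds, 48 h at 30 C; growth read as absorbance at 600 nm. Normalized to FeCl3/clioquinol equimolar mix (positive) and DMSO (negative).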
# aSyn rescue – qHTS of alpha-syn Inhibitors | Yeast expressing alpha-synuclein, growth rescue, BacTiter-Glo, 24 h | Potency, µM (series often up to 46.1 µM), for inactives: top-dose growth rescue (activation), most hits filed as activators | 370,000 compounds, 0.14% hits | AID 652106, 2013; also: potency is read from the fitted curve at half-maximal effect; % of control where 0% means no effect; nearly all actives have a fitted effect of over 65% in size
#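 Screening used galactose-induced yeast with toxic alpha-synuclein levels, exposed to compound for 24 hr at 30 deg C. Cell growth, read with BacTiter-Glo luminescence, gave the measured signal.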
# GLP1R inv ag – qHTS of GLP-1 Receptor Inverse Agonists (Inhibition Mode); Glucagon-like peptide 1 receptor (Homo sapiens), P43220; HEK293 GLP-1R CRE-luciferase, luminescence, 24 h; GLP-1R form is constitutively active; Potency, µM (highest dose often 38.3 µM), for the others: at the highest dose activity change, negative = inhibition, usual class: inhibitors; 410,000 compounds, 1.6% hits; also: potency is read from the fitted curve at half-maximal effect; % is scaled to controls: 0 for no effect and ±100 for the full control effect; nearly all actives have a fitted effect of over 55% in size
# Target sequence (P43220 whole entry, looked up): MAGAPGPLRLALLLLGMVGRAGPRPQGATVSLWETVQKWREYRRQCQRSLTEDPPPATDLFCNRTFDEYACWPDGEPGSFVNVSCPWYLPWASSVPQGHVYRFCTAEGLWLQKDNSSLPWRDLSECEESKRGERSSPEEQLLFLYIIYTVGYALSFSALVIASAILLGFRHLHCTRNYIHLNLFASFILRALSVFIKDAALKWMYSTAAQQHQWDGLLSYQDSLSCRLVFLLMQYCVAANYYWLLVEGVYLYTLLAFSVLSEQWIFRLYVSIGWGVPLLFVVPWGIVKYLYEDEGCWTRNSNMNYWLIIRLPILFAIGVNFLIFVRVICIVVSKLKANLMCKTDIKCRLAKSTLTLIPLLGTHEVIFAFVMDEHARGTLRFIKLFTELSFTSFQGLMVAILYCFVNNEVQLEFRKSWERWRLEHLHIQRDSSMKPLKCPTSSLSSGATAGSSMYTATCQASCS
#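 Inverse agonists were sought by their lowering of basal cAMP reporter luciferase output in HEK293 cells stably carrying constitutively active human GLP-1R, after 24 h compound treatment.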
# PTHR1 agonist – qHTS for PTHR1 Agonists: Primary Screen; Parathyroid hormone/parathyroid hormone-related peptide receptor (Homo sapiens), Q03431; AID 743266, 2014; 410,000 compounds, 0.075% hits; Potency, µM (titrated, usually from 115 µM), inactives show top-dose activation, actives largely listed as activators; HEK293 GP2 PTHR1 cells, GloSensor cAMP luminescence, 1 h; also: potency is read from the fitted curve at half-maximal effect; nearly all actives have a fitted effect of over 55% in size; some results filed as inactive show a strong effect at the top dose; inactives centre near -15; many of its hits are not listed in these tables
# Target sequence (Q03431 whole entry, looked up): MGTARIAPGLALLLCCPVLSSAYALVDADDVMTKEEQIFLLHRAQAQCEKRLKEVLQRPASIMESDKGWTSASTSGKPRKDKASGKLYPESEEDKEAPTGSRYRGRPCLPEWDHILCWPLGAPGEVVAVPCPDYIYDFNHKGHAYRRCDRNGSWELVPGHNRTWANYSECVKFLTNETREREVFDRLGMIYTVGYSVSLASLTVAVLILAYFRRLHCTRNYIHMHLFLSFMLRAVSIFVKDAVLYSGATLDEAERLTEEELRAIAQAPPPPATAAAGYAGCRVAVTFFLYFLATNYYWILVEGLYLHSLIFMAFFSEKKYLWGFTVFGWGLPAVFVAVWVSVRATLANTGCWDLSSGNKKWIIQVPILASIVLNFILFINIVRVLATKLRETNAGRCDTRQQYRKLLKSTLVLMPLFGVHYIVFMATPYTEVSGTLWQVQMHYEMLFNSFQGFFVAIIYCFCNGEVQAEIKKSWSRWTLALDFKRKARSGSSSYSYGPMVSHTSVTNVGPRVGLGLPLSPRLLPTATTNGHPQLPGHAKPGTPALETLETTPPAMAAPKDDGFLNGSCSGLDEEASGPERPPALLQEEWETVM
#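 HEK-293-derived GP2 cells expressing PTHR1 and a GloSensor cAMP reporter, 3,000/well, plated overnight, given luciferin plus IBMX (each 0.5 mM as added) for 1 h at 37 °C, then compound for 1 h at 37 °C. Luminescence was read after 15 min at room temperature.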
# MmCpn inh – Inhibitors of TCP-1 ring complex (TRiC) of Methanococcus maripaludis (MmCpn): qHTS. 330,000 compounds, 0.031% hits. Potency, µM (top dose mostly 76.9 µM), for inactives: at the highest dose activity, negative = inhibition, usual class: inhibitors. purified Mm-Cpn ATPase, ADP Transcreener TR-FRET. AID 504842, 2011; also: potency is read from the fitted curve at half-maximal effect; % is scaled to controls: 0 for no effect and ±100 for the full control effect; nearly all actives have a fitted effect of over 80% in size
#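 Inhibition of chaperonin ATP hydrolysis is measured as reduced ADP production, detected by competitive TR-FRET in which signal falls with ADP. Final enzyme 25 nM and ATP 10 uM, reacted 30 min at 37°C.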
# HEK293 tox – qHTS of GLP-1 Receptor Inverse Agonists: Cytotox Screen; AID 624418, 2012; 410,000 compounds, 0.13% hits; HEK293 cAMP-luciferase reporter cells, luminescence, 24 h; Potency, µM (series often up to 38.3 µM), for the others: at the top dose activity change, negative = inhibition, hits mostly inhibitors;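 also: loss of luciferase light is scored as toxicity; potency is read from the fitted curve at half-maximal effect; % is scaled to controls: 0 for no effect and ±100 for the full control effect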
#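 To flag toxic compounds, the library was rerun on cells for 24 hr at 37 deg C and 5% CO2. Viability-linked luminescence was captured 12 min after adding luciferase detection reagent.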
# TDP43 rescue – qHTS of TDP-43 Inhibitors; Potency, µM (top dose mostly 46.1 µM), for inactives: top-dose growth rescue (activation), hits mostly activators; AID 652104, 2013; TDP-43 expressing yeast growth rescue, BacTiter-Glo, 24 h; 410,000 compounds, 1.8% hits; also: potency is read from the fitted curve at half-maximal effect; % of control where 0% means no effect; nearly all actives have a fitted effect of over 50% in size
#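 Luminescence from BacTiter-Glo reports growth of TDP-43-expressing yeast after 24 hr at 30 deg C with compound. Cells were raffinose-pregrown to mid-log, then seeded in galactose medium at OD600=0.02.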
# FUS suppressor – qHTS for Suppressors of FUS Proteinopathy: Primary screen using FUS-linked yeast assay; 390,000 compounds, 0.24% hits; AID 1347120, 2019; Potency, µM (top dose mostly 76.6 µM), inactives show at the top dose growth rescue (activation), actives largely listed as activators; S. cerevisiae FUS-expressing, growth rescue, OD600, 24 h;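 also: potency is read from the fitted curve at half-maximal effect; plate controls were DMSO vehicle for no effect and reference control for full effect; nearly all actives have a fitted effect of over 55% in size; some results filed as inactive show a strong effect at the top dose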
#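 Quantitative HTS measuring growth restoration of FUS-toxic yeast. Galactose-induced cells (OD 0.005) were exposed 24hr at 30C to compounds at several concentrations, then absorbance at 600 nm was recorded.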
# Active calls of the source: *; i = inactive; ? = inconclusive; . = no result given; [ ] = dose if it differs, or a comment. Unless noted, calls follow the shape of the dose curve; as a rule, active = well fitted curve in the direction sought with a large enough effect; inconclusive = small, poorly fitted or top-dose-only effect, or another doubt; inactive = no such curve, though single readings can be large; an effect the other way counts as inactive or inconclusive. Only part of the results is shown; the hit share may differ from the screen's.
no.	SMILES	Akt phos inh	Abeta rescue	aSyn rescue	GLP1R inv ag	PTHR1 agonist	MmCpn inh	HEK293 tox	TDP43 rescue	FUS suppressor
1	O=C(COC(=O)c1ccc[nH]c1=O)NC1CCCC1	i	-12%	-1%	11%	-4%	-4%	18%	-5%	-29%
2	COc1ccc(CCN2CC34C=CC(O3)C(C(=O)NCc3ccccc3)C4C2=O)cc1OC (configuration not stated)	i	2%	-3%	12%	i	0%	7%	-27%	4%
3	CCCOc1ccc(-c2c(=O)n(OCC(=O)OCC)c3ccccc3[n+]2[O-])cc1	i	-7%	-7%	14%	i	0%	-32%	24%	-1%
4	O=c1[nH]c2ccccc2c(O)c1-c1ccccc1[N+](=O)[O-]	i	-4%	-2%	29%	i	-1%	0%	25%	-6%
5	Cc1ccc2c(c1)N(C(=O)CCC(=O)NC1CCN(Cc3ccccc3)CC1)CC(C)O2 (configuration not stated)	i	-9%	0%	?	i	0%	-12%	-9%	-21%
6	COc1ccc2c(C(=O)c3ccc(C)cc3)n(Cc3ccc(C(N)=O)cc3)[n+]([O-])c2c1	i	-10%	-1%	9%	i	-8%	10%	-11%	12%
7	C#CCOCCOCCOCCNc1nc(N2CCN(C(=O)[C@H](CCCCN)n3cc(CN)nn3)CC2)nc(N2CCN(C(=O)[C@H](CCC(=O)O)n3cc(CN)nn3)CC2)n1	i	-10%	-6%	11%	-2%	2%	0%	27%	9%
8	Cc1ncc(CN2CCCC(CCC(=O)NCc3ccccc3F)C2)s1 (configuration not stated)	i	-11%	-2%	?	-3%	-4%	-28%	-17%	11%
9	C#CCSc1nc2ccccc2n1C(=O)c1ccc(S(=O)(=O)N2CCCCC2)cc1	i	1%	8%	13%	i	0%	-7%	-7%	2%
10	Cc1cc(Br)ccc1NC(=O)CCS(=O)(=O)c1cccc2nsnc12	.	-16%	.	-24%	-13%	.	7%	-4%	27%
11	O=C(COc1ccc2ccc(=O)oc2c1)Nc1c(Cl)cccc1C(F)(F)F	i	?	3%	9%	-2%	3%	0%	24%	-2%
12	CN(Cc1ccc(Cl)cc1Cl)C(=O)C1CSC2(C)CCC(=O)N12 (configuration not stated)	i	1%	9%	?	-19%	.	-21%	20%	7%

# (more compounds)
no.	SMILES	Akt phos inh	Abeta rescue	aSyn rescue	GLP1R inv ag	PTHR1 agonist	MmCpn inh	HEK293 tox	TDP43 rescue	FUS suppressor
13	O=[N+]([O-])c1ccc(COc2cccc3cccnc23)cc1	i	-4%	-1%	-8%	-17%	2%	5%	?	14%
14	COc1cc(/C=N/NC(=S)NCc2ccccc2)ccc1OCC#N	i	17%	-14%	?	i	1%	?	12%	28%
15	Cc1cccc(C)c1OCCCN1CCCC1	.	19%	-7%	5%	i	1%	2%	-7%	4%
16	Cc1ccc(CNC(=O)c2cc(-c3ccccc3)nn2Cc2cc(C)no2)cc1	i	-16%	-1%	?	-39%[inhibitor]	?	-20%	-4%	9%
17	Cc1nc2ccccc2c(=O)n1/N=C/c1ccccc1OC(F)F	i	-6%	3%	9%	-33%	1%	-4%	0%	-6%
18	CC(C)Cn1cnc2c(SCCc3ccccc3)nc(N)nc21	i	9%	13%	?	-2%	.	0%	5%	12%
19	COc1ccc(C(=O)NCCn2cc(SCC(=O)Nc3cccc(C)c3)c3ccccc32)cc1	.	-4%	.	?	-65%[inhibitor]	.	-29%	28%	?
20	Cc1ccccc1C(=O)NNC(=O)c1ccc(F)cc1	i	11%	-1%	2%	i	0%	28%	5%	0%
21	Cn1nccc1C(=O)N1CCOCC1	i	7%	3%	3%	i	-3%	-1%	5%	-4%
22	COc1ccccc1/C=N/N1C(=O)C2C3C=CC(CC3)C2C1=O (configuration not stated)	i	7%	-1%	-32%	i	4%	-5%	-24%	7%
23	CC(C)OC(=O)c1cccc(NC(=O)Cn2nnc3sc4c(c3c2=O)CCCC4)c1	.	9%	.	-20%	-11%	.	0%	24%	31%
24	Cn1c(=O)c2cc(C(=O)N3CCN(c4ccc(Cl)cc4)CC3)sc2c2ccccc21	.	5%	.	-1%	i	.	-1%	13%	-16%

# Later entries.
no.	SMILES	Akt phos inh	Abeta rescue	aSyn rescue	GLP1R inv ag	PTHR1 agonist	MmCpn inh	HEK293 tox	TDP43 rescue	FUS suppressor
25	CC1CCN(c2c(NCc3ccc(C(=O)NCc4ccco4)cc3)c(=O)c2=O)CC1	i	0%	0%	2%	-11%	-1%	-8%	5%	-14%
26	O=C(CSc1ncc(-c2ccccc2)n1-c1ccccc1)NCc1ccco1	i	12%	-32%[inhibitor]	-4%	i	1%	3%	1%	-12%
27	CCN1CCN(c2ccc(S(=O)(=O)N3CCCCC3)cc2NC(=O)CC(C)c2ccccc2)CC1 (configuration not stated)	i	?	6%	?	i	-1%	-3%	21%	21%
28	CC(=O)N1CCN(CCN(CC2C(C)C=C(C)CC2C)C(C)=O)CC1 (configuration not stated)	i	3%	2%	9%	-4%	1%	22%	12%	-2%
29	Cc1ccccc1C(=O)Nc1ccc(CN2CCOCC2)cc1	i	-4%	-4%	12%	17%	0%	9%	-1%	-16%
30	COCc1cc(C)nc(N2CCOCC2)c1C#N	i	6%	1%	9%	-19%	-2%	2%	0%	8%
31	O=C(Cc1ccccc1)Nc1ccc(C(=O)NCC2COc3ccccc3O2)cc1 (configuration not stated)	i	-23%	-4%	?	-11%	-1%	13%	3%	37%
32	Cc1nc(=O)c(-c2ccccc2)c(C)n1-c1ccccc1	i	-4%	-1%	-2%	-93%[inhibitor]	-2%	1%	-20%	-22%
33	Cc1cnc(C(=O)Nc2ccc3c(c2)CCC3)cn1	i	15%	-4%	?	-93%[inhibitor]	-1%	8%	-6%	?
34	COc1ccc(NC(=O)c2ccc(-c3ccc(F)cc3)o2)cc1OC	i	9%	-10%	?	-20%	.	-20%	?	-7%
35	CN(Cc1ccccc1)C(=O)Cn1nnc(-c2ccccc2)c1COc1ccc2ccccc2c1	i	2%	10%	?	-77%[inhibitor]	.	-4%	3%	?
36	CCC1CCCCN1Cc1nc(Cc2ccccc2Cl)no1 (configuration not stated)	i	-7%	-1%	?	i	3%	20%	-1%	-4%
37	O[C@@H]1CN(Cc2cccs2)[C@@H](c2ccc(Cl)cc2)C[C@H]1n1cc(C2CC2)nn1	i	22%	8%	?	-57%[inhibitor]	.	-15%	17%	18%
38	O=C(Cc1ccc(S(=O)(=O)N2CCOCC2)s1)NC1CCCCC1	i	2%	1%	13%	i	-1%	-15%	22%	.
39	CC1CCCN(S(=O)(=O)c2ccccc2[N+](=O)[O-])C1 (configuration not stated)	i	-4%	13%	-22%	-8%	0%	5%	?	.

# In the list so far, eight contain four or more nitrogen atoms:
no.	SMILES	Akt phos inh	Abeta rescue	aSyn rescue	GLP1R inv ag	PTHR1 agonist	MmCpn inh	HEK293 tox	TDP43 rescue	FUS suppressor
7	C#CCOCCOCCOCCNc1nc(N2CCN(C(=O)[C@H](CCCCN)n3cc(CN)nn3)CC2)nc(N2CCN(C(=O)[C@H](CCC(=O)O)n3cc(CN)nn3)CC2)n1	i	-10%	-6%	11%	-2%	2%	0%	27%	9%
14	COc1cc(/C=N/NC(=S)NCc2ccccc2)ccc1OCC#N	i	17%	-14%	?	i	1%	?	12%	28%
16	Cc1ccc(CNC(=O)c2cc(-c3ccccc3)nn2Cc2cc(C)no2)cc1	i	-16%	-1%	?	-39%[inhibitor]	?	-20%	-4%	9%
18	CC(C)Cn1cnc2c(SCCc3ccccc3)nc(N)nc21	i	9%	13%	?	-2%	.	0%	5%	12%
23	CC(C)OC(=O)c1cccc(NC(=O)Cn2nnc3sc4c(c3c2=O)CCCC4)c1	.	9%	.	-20%	-11%	.	0%	24%	31%
27	CCN1CCN(c2ccc(S(=O)(=O)N3CCCCC3)cc2NC(=O)CC(C)c2ccccc2)CC1 (configuration not stated)	i	?	6%	?	i	-1%	-3%	21%	21%
35	CN(Cc1ccccc1)C(=O)Cn1nnc(-c2ccccc2)c1COc1ccc2ccccc2c1	i	2%	10%	?	-77%[inhibitor]	.	-4%	3%	?
37	O[C@@H]1CN(Cc2cccs2)[C@@H](c2ccc(Cl)cc2)C[C@H]1n1cc(C2CC2)nn1	i	22%	8%	?	-57%[inhibitor]	.	-15%	17%	18%

# From PubChem
